V1R ag counter – agonists of human V1a receptor, primary screen, counter-screen for OXTR agonist project, fluorescence, CHO-V1R cells | Fluo-8 calcium fluorescence, agonist mode; 0% DMSO, 100% 3 nM vasopressin | activation, % at 3 µM | hit rate 0.25% among 320,000;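 active = activation above the mean activation of all tested compounds plus 3 SD, per screening run, cut at about 20% in these data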;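 also: signal is peak over basal fluorescence ratio across a 100 second FLIPR read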
Target sequence (P37288 whole entry, looked up): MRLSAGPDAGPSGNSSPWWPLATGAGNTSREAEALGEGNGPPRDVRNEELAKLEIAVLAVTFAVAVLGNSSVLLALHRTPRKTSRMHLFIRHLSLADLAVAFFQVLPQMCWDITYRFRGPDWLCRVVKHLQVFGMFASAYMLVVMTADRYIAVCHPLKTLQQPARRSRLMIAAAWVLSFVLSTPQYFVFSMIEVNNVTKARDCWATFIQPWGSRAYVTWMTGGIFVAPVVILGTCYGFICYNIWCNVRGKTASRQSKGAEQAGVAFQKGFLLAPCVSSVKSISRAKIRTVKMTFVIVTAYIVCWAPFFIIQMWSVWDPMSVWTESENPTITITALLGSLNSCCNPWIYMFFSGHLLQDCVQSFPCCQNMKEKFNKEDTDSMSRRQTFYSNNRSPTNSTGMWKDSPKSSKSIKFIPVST
OXTR agonist – human OXTR agonists, primary screen, fluorescence, CHO-OTR cells, Fluo-8 calcium | Oxytocin receptor (Homo sapiens), P30559 | Fluo-8 calcium fluorescence; normalized: DMSO 0%, oxytocin 100% | activation, % at 3 µM | hit rate 0.32% among 320,000 | AID 2435, 2010;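 active = activation above the mean of all tested compounds plus 3 SD, cutoff set per screening run, cut at about 20% in these data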;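 also: peak over basal fluorescence ratio from a 100 s FLIPR kinetic read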
CHO-K1 Ca antag – M1 antagonist counterscreen hit in parental CHO-K1 cells; ATP-induced calcium, Fluo-8 fluorescence; hit rate 0.6% among 360,000; inhibition, % at 3 µM;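 active = inhibition above a per-plate cutoff, the plate's mean sample inhibition plus 3 SD, cut at about 24% in these data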;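 also: 0% = DMSO plus EC80 ATP and 100% = DMSO alone without ATP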
CHO parental Ca – ATP-evoked calcium signal inhibitors, parental CHO, primary screen, counter-screen for OX1R antagonist project, cell-based, fluorescence, Fluo-8 calcium dye; inhibition, % at 5.6 µM; hit rate 0.63% among 330,000; AID 463079, 2010; parental CHO-K1, ATP-induced calcium, Fluo-8 fluorescence;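 active = inhibition above that plate's mean sample inhibition plus 3 SD, cut at about 26% in these data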;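 also: 0% = ATP-challenged DMSO wells and 100% = DMSO wells without ATP; some compounds past the cut are filed as inactive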
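Test system: parental CHO cells; detection: calcium-sensitive Fluo-8 fluorescence; evaluation: percent inhibition of calcium signal; also added: ATP as calcium-mobilizing challenge; repeats: one well per compound; control set: ATP-challenged DMSO wells low, unchallenged DMSO wells high; compound: single nominal dose of 5.6 µM per compound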
OXTR potentiator – human OXTR potentiators, primary screen, fluorescence, CHO-OTR cells, Fluo-8 calcium; hit rate 0.061% among 320,000; activation, % at 3 µM; Oxytocin receptor (Homo sapiens), P30559; AID 2445, 2010; Fluo-8 calcium fluorescence, potentiator mode; 0% = oxytocin EC15, 100% = EC100;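 active = activation above that plate's cutoff, the mean activation of tested compounds plus 3 SD, cut at about 6.6% in these data, passing the limit was not always enough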;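 also: 100% uses oxytocin at 75 nM as the full agonist control; some results filed as inactive read as strong as hits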
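Material: human OTR in CHO cells. Compound: 3.0 µM, one dose. Timing: compound 6 min at room temperature before oxytocin, 100 s read. Evaluation: % activation of max/min ratio relative to oxytocin controls. Replication: single well per compound, singlicate. Signal: Fluo-8 calcium dye fluorescence.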
CHO-K1 Ca ag – counter-screen for M1 agonists: effect in parental CHO-K1 cells; Fluo-8 calcium fluorescence; scaled to maximal ATP response, vehicle zero; activation, % at 3 µM; hit rate 0.48% among 360,000; AID 602248, 2012; in the data active = activation above about 15%;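 also: untransfected CHO-K1 host cells lacking M1 receptor as counterscreen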
TAAR1 antagonist – human TAAR1 antagonists, primary screen, Fluo-8 calcium fluorescence, CHO RD-HGA16 cells | inhibition, % at 3 µM | antagonist | hit rate 1.5% among 360,000 | Trace amine-associated receptor 1 (Homo sapiens), Q96RJ0;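 active = inhibition above a per-plate cutoff, the mean inhibition of test compounds on that plate plus 3 SD, cut at about 49% in these data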;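 also: 0% = DMSO plus EC80 beta-PEA response and 100% = DMSO alone without agonist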
Target sequence (Q96RJ0 whole entry, looked up): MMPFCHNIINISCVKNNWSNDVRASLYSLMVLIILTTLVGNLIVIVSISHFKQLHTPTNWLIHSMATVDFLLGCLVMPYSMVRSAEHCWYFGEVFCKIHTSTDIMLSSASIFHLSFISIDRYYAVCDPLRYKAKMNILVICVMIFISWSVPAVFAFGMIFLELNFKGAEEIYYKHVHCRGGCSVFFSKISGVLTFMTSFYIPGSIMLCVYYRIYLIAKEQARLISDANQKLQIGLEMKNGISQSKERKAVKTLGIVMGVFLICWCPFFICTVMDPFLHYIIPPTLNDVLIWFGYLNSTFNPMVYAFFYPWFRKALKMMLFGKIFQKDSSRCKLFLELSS
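System: CHO RD-HGA16 cells bearing hTAAR1. Reagent: EC80 β-phenethylamine stimulus. Schedule: seeding 17-24 h prior, 75-min 37 °C, 30-min RT dye loading. Signal: Fluo-8 intracellular calcium dye fluorescence, real-time kinetic reads. Read-out: % inhibition from peak post-agonist over basal fluorescence ratio. Benchmarks: vehicle wells and EC80 agonist wells. Replicates: n of 1.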
M1 PAM parental – nonselective calcium activators in parental CHO-K1 cells, primary screen, counter-screen for M1 PAM project, cell-based, Fluo-8 calcium fluorescence, full deck, 1536-well. ATP EC20; 0% at ATP EC20, 100% at ATP max. activation, % at 3 µM. hit rate 0.02% among 360,000. AID 602247, 2012;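 active = activation above the run cutoff, the mean activation of all test compounds plus 3 SD, cut at about 40% in these data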;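 also: peak over basal fluorescence ratio in a 140 s read after ATP addition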
GPR7 antag – GPR7 receptor antagonists, primary screen, cell-based, fluorescence, single concentration | GPR7-expressing cells, fluorescence antagonist assay | Neuropeptides B/W receptor type 1 (Homo sapiens), P48145 | inhibition, % at 4.4 µM | hit rate 1.1% among 290,000 | AID 1861, 2009; in the data active = inhibition above about 16%, passing the limit was not always enough;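 also: cells stimulated with the agonist NPW; 0% = agonist with vehicle and 100% = vehicle without agonist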
Starred values were filed as active, the others as inactive; nt = not tested or not shown.

Second line of a record: V1R ag counter, OXTR agonist, CHO-K1 Ca antag, CHO parental Ca, OXTR potentiator, CHO-K1 Ca ag, TAAR1 antagonist, M1 PAM parental, GPR7 antag
1	COc1ccc(N2C(=O)CC(N(CCc3ccc(OC)c(OC)c3)C(=S)Nc3ccccc3)C2=O)cc1 (stereo not drawn)
  3.6, 3.4, -12, -10, -3, 2.2, 2, 10, 9
2	O=C(CNS(=O)(=O)c1ccc2ccccc2c1)NCCc1ccccn1
  -1.4, -0.2, -8, -29, -4, 1.2, -7, 13, -1
3	O=C(CN(C(=O)CCC(=O)Nc1nccs1)c1ccc(F)c(Cl)c1)NCC1CCCO1 (stereo not drawn)
  -1.0, 0.3, 8, -19, -6, -0.1, -2, 16, -2
4	CCc1nc2ccc(C(=O)N(C)Cc3ccco3)cn2c1N(C)CCCc1ccccc1
  nt, nt, 15, nt, nt, 0.8, 9, -8, nt
5	O=C(NCCN1CCOCC1)c1cccnc1SCc1ccccc1Cl
  0.5, 0.7, -13, -8, -8, 3.1, -11, 13, -11
6	CCCCCCCCC(=O)N1CCN(c2cc3c(cc2F)c(=O)c(C(=O)O)cn3CC)CC1
  -0.1, -0.8, -9, -7, -7, -0.2, -15, -8, -6
7	Cc1ccc(CNC(=O)CN2C(=O)CSc3ccc(S(=O)(=O)N4CCCCC4)cc32)cc1
  -0.6, -1.3, -15, -18, -6, 0.6, 1, 21, -6
8	Cc1ccc(C2Nc3ccccc3-c3nc4ccccc4n32)o1 (stereo not drawn)
  -0.4, -0.5, -2, -7, -2, 1.3, 40, -7, 0
9	CCOC(=O)C1=C(C)N(C[C@@H]2CC[C@@H](Cc3ccc(-c4ccccc4)cc3)O2)C(=O)NC1c1ccc(C(F)(F)F)cc1 (stereo partly drawn)
  nt, nt, -18, -25, nt, 0.2, -53, 16, nt
10	CCOc1ccccc1Oc1nc(-c2ccccc2O)nc2ccccc12
  0.2, -0.3, -14, 0, -12, 1.4, -25, 16, -21
11	C[C@@H](C(=O)OCC(=O)Nc1cc(S(=O)(=O)N2CCOCC2)ccc1Cl)N1C(=O)C2CCCCC2C1=O (stereo partly drawn)
  5.6, 7.9, -9, -12, -16, 8.5, 39, 3, -7
12	CCOC(=O)Cc1csc(NC(=O)COc2cc(C)cc(C)c2)n1
  -0.7, -2.3, -10, -20, 0, 0.8, -18, 8, 3
13	NC(=O)c1nsc(C(=O)N(c2cccc(F)c2)C(C(=O)NCC2CCCO2)c2cccs2)c1N (stereo not drawn)
  -0.6, -0.5, 4, -28, -8, 16*, 35, 19, -9
14	Cc1cnc(NC(=O)CSc2nnc(CNc3ccc(F)cc3)n2CC2CCCO2)s1 (stereo not drawn)
  1.1, 2.2, -7, -11, 2, 1.0, -23, 3, 14
15	CSc1nc2c(c(=O)[nH]c(=O)n2C)n1CCCc1ccccc1
  1.9, 0.6, -7, -6, -12, 2.9, -2, 7, -6
16	N#C/C(=C\c1ccc[nH]1)Sc1nc2ccccc2s1
  0.1, -0.3, -3, -5, -12, 2.2, 28, 7, -6
17	CC(C)(C)CC(C)(C)c1ccc(OCC(=O)N/N=C/c2ccc(S(=O)(=O)O)o2)cc1
  0.1, -0.9, -5, -12, -3, 1.0, -17, 15, 9
18	Cc1ccc(S(=O)(=O)N2CCOCC2)cc1NC(=O)COc1ccc(C(=O)c2ccccc2)cc1
  10, 11, 5, 4, -9, 16*, 82*, -6, nt
19	O=C(Nc1cccc(S(=O)(=O)NC2=NCCCCC2)c1)c1cc(-c2ccncc2)nc2ccccc12
  -1.1, -0.4, 6, -11, 1, 4.0, 48, -13, -6
20	Cc1ccccc1S(=O)(=O)NC(=O)C1(C)CCN1C(=O)CCc1cccs1 (stereo not drawn)
  nt, nt, 12, nt, nt, -0.3, 20, -6, nt
21	CCOC(=O)c1c(-c2ccccc2)nnn1-c1nc(OCC)nc(N2CCCCC2)n1
  -1.3, -2.0, 54*, 52*, -6, 7.7, 53*, -1, -1
22	c1ccc(C[C@H]2CN=C(Nc3ccccc3)N2CCCC2CCCC2)cc1
  7.5, 2.7, -7, -13, -8, 0.9, nt, 10, 46*
23	COCCNc1nc(NCc2cc(-c3ccc(OC)cc3)no2)c2sccc2n1
  nt, nt, -6, nt, nt, 9.1, 22, 6, nt
24	O=C1CC(N2CCN(c3ccc(Cl)cc3)CC2)C(=O)N1c1ccccc1 (stereo not drawn)
  0.6, 0.7, -10, -10, -1, 1.8, -8, 25, -11
25	COc1ccc(S(=O)(=O)N2CC3CCCN3c3ccc(C(F)(F)F)cc32)cc1 (stereo not drawn)
  -0.7, -1.3, -5, -17, -7, 0.6, -4, 22, -14
26	O=C(N/N=C/c1cccc(Br)c1)c1ccc(Br)cc1
  0.9, -0.2, -16, 16, -15, 0.1, 6, -2, 0
27	Cc1ccc(Cn2c(-c3nonc3N)nc3ccccc32)cc1
  1.7, -0.9, 11, -8, -10, -0.7, 30, -6, 19
28	CN1CCN(C(=S)c2ccc(OCC(=O)Nc3cccc(C(F)(F)F)c3)cc2)CC1
  13, 20*, 2, 4, -32, 7.8, 21, 11, 3
29	COc1ccc(OC)c(-c2cc(C(=O)O)c3cc4ccccc4cc3n2)c1
  nt, nt, -9, nt, nt, 0.5, -5, 11, nt
30	O=C(CC1(C(F)(F)F)OCCO1)Nc1ccc2c(c1)OCO2
  0.7, 0.1, -13, 5, 1, 3.2, -4, 7, -1
31	O=C(Nc1cccc2c1C(=O)NC2=O)c1ccc(S(=O)(=O)N2CCCC2)cc1
  1.2, 0.3, -6, -7, -10, -0.1, 1, 10, -5
32	CCOc1ccc(Nc2nnc(SCc3nc4ccccc4c(=O)[nH]3)s2)cc1
  0.1, -0.6, -1, -7, 4, 0.2, 4, -5, -4
33	COCCn1c(C)cc(C(=O)COC(=O)c2cncc(Br)c2)c1C
  1.9, 1.0, 2, -3, -1, 0.7, -3, 2, 0
34	Cc1ccc(S(=O)(=O)NCC(=O)NCC(=O)OC(C(=O)NC(N)=O)C(C)C)cc1C (stereo not drawn)
  0.4, -0.4, -15, 5, -7, 0.6, -6, 13, -7
35	Cn1c(=O)[nH]c(=O)c2c1ncn2CCN1CCOCC1
  -0.4, 0.9, -12, -2, -14, 0.5, -19, 9, -8
36	CCCc1nnc(-c2cc(OC)c(OC)c(OC)c2)o1
  -0.5, 0.4, -1, 1, 3, -0.5, -6, -1, 0
37	O=C(O)/C(=C\c1ccc(Br)cc1)c1ccc(S(=O)(=O)N2CCCCC2)s1
  1.3, -0.9, -3, -11, -4, 0.1, 12, 15, 0
38	O=C(Nc1nncs1)c1ccc2c(c1)OCO2
  -0.8, -1.3, -13, 10, -7, 1.8, -7, 15, -9
39	Clc1ccc(Nc2nc3cccnc3s2)cc1
  -1.2, -1.5, -11, -7, 7, 1.4, -19, 11, -3
40	CCN(CC(=O)Nc1ccccc1C(F)(F)F)C(=O)CSCC(=O)Nc1cc(C)on1
  0.0, -1.2, -7, 2, -6, 0.3, -29, -4, nt
41	Cc1cc(CNC(=O)C2CCC(=O)N(CCc3ccc(Cl)cc3)C2)no1 (stereo not drawn)
  0.4, 0.2, -9, -15, 8, 0.7, -20, -8, -10
42	O=c1ccnc(S/C=C/c2ccccc2)[nH]1
  0.1, -0.2, 1, -1, 1, -0.2, 3, 10, -5
43	CC(C)NC(=O)c1cc(C2CCCCN2C(=O)c2cc(C(C)(C)C)nn2C)on1 (stereo not drawn)
  nt, nt, -5, nt, nt, 0.5, -8, 16, nt
44	CCOc1cc(C(=O)NC(C)CCc2ccccc2)cc(OCC)c1OCC (stereo not drawn)
  -1.8, -2.3, 6, -13, 1, -0.4, -22, 5, 1
45	CCOC(=O)[C@]12CCC=C1N(Cc1ccc(Cl)cc1Cl)C(=O)[C@H](CC(=O)NCc1cccc(C(F)(F)F)c1)C2
  nt, nt, -10, nt, nt, 0.7, 4, 14, nt
46	Cc1c(CCC(=O)O)c(=O)oc2cc3occ(-c4ccc(Br)cc4)c3cc12
  10, 5.0, -7, -14, -17, 6.6, -6, 9, 1
47	Cc1ccc(C(=O)C(O)C(c2ccc(C)cc2)N2CCCCC2)cc1 (stereo not drawn)
  1.1, -0.8, 12, -16, 1, -0.6, -11, -6, -8
48	CCCCn1c(N)c(N(CCOC)C(=O)c2cc(-c3ccco3)nc3ccccc23)c(=O)[nH]c1=O
  0.3, -0.3, -5, -7, -3, 0.4, -7, 6, nt
49	CCOC(=O)Cc1csc(NS(=O)(=O)c2ccc3ccccc3c2)n1
  0.1, -0.3, -11, 3, -10, 1.3, -10, 18, 12
50	O=C(CSc1nnc(-c2ccco2)n1Cc1ccco1)NCc1ccccc1
  -1.0, -0.8, 11, -8, -15, 0.2, 11, -6, 3
51	O=C1CSC(=S)N1/N=C/c1cc(Br)ccc1O
  -0.5, 1.0, nt, -2, -4, nt, nt, nt, -3
52	COc1ccc2c(c1)C(C)=CC(C)(C)N2C(=O)Nc1ccccc1
  -0.2, -0.6, -11, -25, 3, 0.0, -6, 7, -7
53	Cc1cc([N+](=O)[O-])c(NC2CCCCC2)c([N+](=O)[O-])c1
  -1.5, -1.6, 2, -5, -13, -0.4, 4, -9, -8

Bioassay records from PubChem.
